# SRC2 inh: inhibits human steroid receptor coactivator 2; Q15596; HEK293 GAL4-SRC2 luciferase reporter, luminescence; inhibition, % at 9 µM; 370,000 tested, 0.17% active; AID 651957;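 active = inhibition above the mean inhibition of all tested compounds plus 3 SD, set per campaign, cut at about 52% in these data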;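 also: 0% = DMSO treated cells and 100% = cells given Gossypol at 36 µM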
# KKLEB tox: CF airway cell cytotoxicity counter-screen | KKLEB CF airway cells viability, ATPlite luminescence, overnight; hits give low values; cells stimulated with P. aeruginosa culture filtrate | activity change (cytotoxicity), % at 5 µM | 360,000 tested, 0.36% active;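 active = corrected activity change at or below -50% at 5 µM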
# COUP-TFII inh: blocks human COUP-TFII nuclear receptor | HEK293T NGFI-A luciferase reporter, luminescence | inhibition, % at 8.6 µM | 370,000 tested, 0.7% active;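 active = inhibition above a per-plate cutoff, mean inhibition of test wells between control levels plus 3 SD, cut at about 38% in these data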;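 also: cells cotransfected with COUP-TFII expression vector driving the NGFI-A reporter; 0% = median of COUP-TF2 test wells and 100% = reporter-only cells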
# NCOA1 inh: human NCOA1 inhibition; inhibition, % at 3.6 µM; HEK293 GAL4-SRC1 luciferase reporter, luminescence; 360,000 tested, 0.12% active; Q15788;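 active = inhibition above the campaign mean plus 3 SD, with each screening campaign given its own cutoff, cut at about 60% in these data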;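 also: 0% = DMSO treated cells and 100% = gossypol at 36 µM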
# TWEAK-Fn14 inh: TWEAK-Fn14 signaling inhibition | 360,000 tested, 2% active | inhibition, % at 10 µM | TWEAK-stimulated Fn14 reporter cells, luciferase luminescence, 8 h | AID 1159606; in the data active = inhibition above about 50%
# SRC3 inh: human NCOA3 inhibition; Q9Y6Q9; HEK293 GAL4-SRC3 luciferase reporter, luminescence; inhibition, % at 3.6 µM; 360,000 tested, 0.17% active;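 active = inhibition above a per-campaign cutoff, the mean of all compounds plus 3 SD, cut at about 60% in these data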;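 also: 0% = DMSO-treated cells and 100% = gossypol-treated cells at 36 µM; higher means less SRC3-driven luciferase light from the GAL4 reporter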
# Target sequence (Q9Y6Q9 whole entry, looked up, the tested form may be a part): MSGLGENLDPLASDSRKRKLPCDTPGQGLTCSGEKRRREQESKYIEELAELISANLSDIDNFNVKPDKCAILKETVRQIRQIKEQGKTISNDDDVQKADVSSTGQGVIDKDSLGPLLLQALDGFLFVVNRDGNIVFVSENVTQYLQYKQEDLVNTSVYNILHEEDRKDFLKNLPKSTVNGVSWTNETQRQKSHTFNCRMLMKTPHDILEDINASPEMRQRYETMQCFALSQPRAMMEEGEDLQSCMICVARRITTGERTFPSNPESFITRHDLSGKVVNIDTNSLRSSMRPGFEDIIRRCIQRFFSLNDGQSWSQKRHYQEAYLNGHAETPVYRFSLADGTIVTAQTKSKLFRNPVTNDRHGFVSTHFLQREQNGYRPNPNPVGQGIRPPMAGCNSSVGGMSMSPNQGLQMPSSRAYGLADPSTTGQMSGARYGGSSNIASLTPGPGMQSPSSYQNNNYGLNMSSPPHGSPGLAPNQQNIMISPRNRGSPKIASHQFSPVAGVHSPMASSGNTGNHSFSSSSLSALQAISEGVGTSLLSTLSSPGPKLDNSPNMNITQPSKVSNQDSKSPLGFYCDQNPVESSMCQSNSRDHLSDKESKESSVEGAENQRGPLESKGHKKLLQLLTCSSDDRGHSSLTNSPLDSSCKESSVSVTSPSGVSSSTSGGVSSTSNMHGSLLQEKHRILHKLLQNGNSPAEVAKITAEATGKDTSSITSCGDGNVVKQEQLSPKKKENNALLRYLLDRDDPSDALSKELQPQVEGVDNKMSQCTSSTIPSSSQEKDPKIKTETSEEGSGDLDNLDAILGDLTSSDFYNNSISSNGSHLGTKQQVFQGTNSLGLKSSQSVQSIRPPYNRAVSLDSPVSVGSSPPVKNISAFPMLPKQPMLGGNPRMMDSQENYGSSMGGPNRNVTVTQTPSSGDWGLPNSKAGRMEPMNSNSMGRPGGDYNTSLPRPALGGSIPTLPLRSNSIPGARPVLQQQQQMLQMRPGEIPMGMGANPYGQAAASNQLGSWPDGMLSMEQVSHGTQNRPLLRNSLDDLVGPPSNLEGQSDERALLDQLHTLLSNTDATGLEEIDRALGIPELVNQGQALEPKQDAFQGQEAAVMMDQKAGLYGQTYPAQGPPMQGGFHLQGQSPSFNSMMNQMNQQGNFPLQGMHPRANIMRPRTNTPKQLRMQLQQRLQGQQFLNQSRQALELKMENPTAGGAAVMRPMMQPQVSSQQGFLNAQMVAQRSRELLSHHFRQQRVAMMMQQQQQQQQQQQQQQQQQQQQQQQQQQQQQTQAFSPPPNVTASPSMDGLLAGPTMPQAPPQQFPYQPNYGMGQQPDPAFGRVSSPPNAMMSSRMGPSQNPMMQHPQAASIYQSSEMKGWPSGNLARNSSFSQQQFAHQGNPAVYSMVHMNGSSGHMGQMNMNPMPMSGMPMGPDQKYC
# LRH-1 inv ag: NR5A2 inverse agonism in reporter assay; inhibition, % at 3.6 µM; O00482; 360,000 tested, 0.13% active; HEK293T StAR-luciferase reporter, LRH-1 transfected, 24 h;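 active = inhibition above the mean inhibition of all tested compounds plus 3 SD, cut at about 73% in these data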;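 also: 0% = DMSO wells and 100% = reporter-only cells lacking LRH-1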
# TRAIL sens C8: caspase-8 TRAIL sensitization; NB7+C8 cells + TRAIL, ATPlite viability luminescence; inhibition (viability loss, TRAIL sensitization), % at 10 µM; AID 624354; 360,000 tested, 1% active;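 active = compounds causing at least 50% loss of cell viability in the single-dose screen, relative to plate controls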
# CF NFkB block: inhibitors of cystic fibrosis induced NF-kB. inhibition, % at 5 µM. KKLEB NF-kB-GFP reporter, PAF-induced, GFP fluorescence overnight. 360,000 tested, 0.86% active;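 active = at least 50% inhibition at 5 µM, scaled per plate between neutral and stimulator controls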;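 also: PAF is a Pseudomonas aeruginosa culture filtrate used as stimulus; plate controls were PAF-stimulated DMSO wells for no effect and unstimulated DMSO wells for full effect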
# TROY NFkB inh: TROY signaling inhibition. Q293 LMP1-TROYcd NF-kB luciferase reporter, 4 h. inhibition, % at 10 µM. 360,000 tested, 0.98% active;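 active = compounds whose plate-normalised and pattern-corrected inhibition of the luciferase reporter signal at the single screening dose is 50% or more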
# EBV LMP1 NFkB: Epstein-Barr LMP1 NF-kappaB reporter inhibition; AID 504558; LMP1-induced NF-kappaB luciferase reporter cells, luminescence; 350,000 tested, 0.69% active; inhibition, % at 12.5 µM; in the data active = inhibition above about 41%;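 also: 0% = neutral control wells and 100% = reference inhibitor control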
# * = called active by the depositor; nt = not tested or not shown; & = joins results of further samples. Compounds as they come; any-hit rate near 4.2%.
# Below each compound – SRC2 inh	KKLEB tox	COUP-TFII inh	NCOA1 inh	TWEAK-Fn14 inh	SRC3 inh	LRH-1 inv ag	TRAIL sens C8	CF NFkB block	TROY NFkB inh	EBV LMP1 NFkB
> O=C(Nc1ccc(NC(=S)NC(=O)c2cccs2)cc1)c1ccco1
 : -26	6	-4	-5	-3	-21	-18	-6	-10	-15	1
> Cc1cccc(C)c1OCC(O)CN1CCN(c2ccccc2)CC1 (stereo unspecified)
 : 9	10	16	5	-1	12	5	-2	-12	-14	-1
> Cc1cccc(N(CC(=O)NC(C)C)C(=O)CCC(=O)Nc2ccccn2)c1
 : -8	0	17	-3	-15	9	-4	0	4	-7	-33
> Cc1cc(C(=O)CN2C(=O)c3ccccc3C2=O)c(C)n1C1CC1
 : -34	-3	-12	-49	-19	-50	-15	0	6	-25	-9
> CN(C)/C(Cn1cncn1)=C1/N=C(c2ccccc2)OC1=O
 : -18	6	4	1	3	6	2	-2	-4	15	1
> COc1ccc(CNC(=O)C2CCCN2CCc2ccccc2)cc1OC (stereo unspecified)
 : 7	4	-25	-3	-1	11	-2	2	-3	1	-3
> COc1ccc(C)cc1NC(=O)Cn1c(=O)oc2ccccc21
 : 1	4	-16	9	-2	-2	14	-5	-30	-11	0
> CCC(=O)N1c2ccc(S(=O)(=O)N3CCOCC3)cc2CC1C (stereo unspecified)
 : 4	-5	-5	-6	1	1	0	12	19	-15	-1
> COc1ccc(-c2cn(CCC(=O)NCc3ccc(C)cc3)c(-c3ccncc3)n2)cc1
 : 4	12	-3	-14	-4	-13	-12	-12	-36	-6	-3
> CC(=O)c1cccc(NS(=O)(=O)c2ccc(N/C=C/C(=O)c3ccc(F)cc3)cc2)c1
 : -15	-12	5	-10	89*	18	-56	23	16	41	15
> COc1ccccc1CCC(=O)N1CCN(S(=O)(=O)c2cc(C(F)(F)F)ccc2Cl)CC1
 : -2	-24	-2	-43	-5	2	-28	-5	2	-10	-11
> Cc1cc(N2CCOCC2)ccc1/C=C1\NC(=O)N(CC(=O)Nc2ccccc2C)C1=O
 : -6	4	-4	-30	-34	3	-9	19	-3	-44	-8
> Cc1nc2ncnn2c(Nc2ccc3c(c2)OCO3)c1Cc1ccccc1
 : -1	2	-16	5	-14	13	5	2	12	17	-9
> CC1C(=O)C(C)(C)C(=O)OC1c1ccc([N+](=O)[O-])cc1 (stereo unspecified)
 : -15	7	-9	-4	-8	0	2	1	-4	-21	-1
> Cc1ccc(S(=O)(=O)N2[C@H](c3ccc(Cl)cc3)CC(=O)[C@@H]3CN(S(=O)(=O)c4ccccc4C)[C@H](c4ccc(Cl)cc4)C[C@@H]32)cc1
 : 20	3	-2	24	14	11	3	-12	36	-36	nt
> CC1(C)CC(Cc2cccc(C(F)(F)F)c2)N(C(=O)OC(C)(C)C)C1 (stereo unspecified)
 : -6	-18	0	-8	-13	10	-30	-9	6	2	3
> CC(C)CC(NC(=O)C1CCC(=O)N1C(=O)OCc1ccccc1)C(=O)NC(Cc1ccccc1)C(N)=O (stereo unspecified)
 : -44	6	-20	-19	3	-1	13	9	-6	-4	-3
> COc1cccc(NC(=O)NNC(=O)c2ccc3c(c2)NC(=O)C(C)(C)O3)c1
 : -22	2	4	9	21	13	5	15	32	-10	-1
> CC/C(=N\O)C(C)(C)/[N+]([O-])=C/c1ccc(Br)cc1
 : -11	-6	3	-11	7	17	-3	3	15	-9	0
> O=C(Nc1cccc(Cl)c1)c1ccc(S(=O)(=O)NCC2CCCO2)cc1 (stereo unspecified)
 : 5	-19	22	-3	63*	2	5	-2	19	4	2
> CC(=O)c1cccc(CN2CCC(CO)(Cc3ccccc3)CC2)c1
 : 15	13	2	2	7	13	6	0	-2	0	7
> COc1ccc(C)cc1NC(=O)C(=O)N1CCCC1
 : 2	0	16	15	0	11	8	-8	-3	1	-2
> Cc1ccccc1N1CCN(C(=O)NCc2cccc(Cl)c2)CC1
 : 2	-3	-2	-5	-27	1	-29	3	-6	-22	1
> O=C(CSc1ccc(Br)cc1)Nc1cccc(S(=O)(=O)N2CCOCC2)c1
 : -5	-7	5	0	-13	7	27	-1	18	-8	-14
> C=CCNC(=O)c1onc(CSc2cccc3ccccc23)c1C(=O)O
 : -21	-5	-6	-10	-62	-28	-13	8	-3	2	-1
> CCOC(=O)CSc1nc2c(sc(=S)n2-c2ccccc2OC)c(=O)n1Cc1ccco1
 : 12	0	5	13	25	14	-24	-4	13	-8	0
> CC(=O)c1c(C)oc2ccc(N(C(C)=O)S(=O)(=O)c3cccc4cccnc34)cc12
 : 13	1	38*	25	20	34	23	14	6	24	20
> CCOC(=O)N1CCN(CC(=O)Nc2nc3ccc(OC)cc3s2)CC1
 : -22	8	-33	-14	-3	1	3	-7	-11	6	-11
> S=c1nc(-c2cc(Cl)cc(Cl)c2)[nH][nH]1
 : -32	7	29	24	3	24	3	1	-11	13	2
> COc1ccc(-c2nc(SCC(=O)Nc3cccc(S(N)(=O)=O)c3)n[nH]2)cc1
 : -37	7	1	-13	-9	-21	-2	62*	8	-22	8
> O=C(COC(=O)c1ccc(Cl)nc1)Nc1cccnc1Cl
 : -1	-5	5	0	15	0	-8	5	-20	5	-3
> O=C(CSc1nnc(Cn2nnc3ccccc32)o1)Nc1cccc(Cl)c1
 : 12	2	-2	-5	4	-5	6	-2	-7	-1	-4
> Cc1cc(-c2ccc(S(=O)(=O)N(C)c3ccc(C)c(C)c3)s2)on1
 : 14	-3	13	3	17	13	12	20	14	23	-3
> CCCN1CCC(NC(=O)Nc2ccccc2C(=O)OC)CC1
 : -2	-2	-11	-1	-11	3	-21	-4	-2	-10	-1
> COc1ccc(/C=C2\N=C3CCCCCN3C2=O)cc1
 : -6	11	8	3	-11	2	-12	1	-10	-37	-27
> COc1ccccc1CNC(=O)COC(=O)c1ccccc1-c1ccccc1
 : -5	-36	-4	-1	7	18	3	1	10	10	-1
> COCCOC(=O)C1=C(C)Nc2nc(C)nn2C1c1ccc(F)cc1 (stereo unspecified)
 : -37&-20	10&4	-4&-20	-6&-7	4&10	-14&9	-10&-1	-10&1	6&5	-9&-10	-21&-15
> CO/N=C/NC(=O)c1c(OC)ccnc1Oc1ccccc1
 : -7	5	7	9	12	9	15	9	-9	1	3
> O=C(NCCCN1CCN(c2ccccc2F)CC1)C1CC(=O)N(C2CCCC2)C1 (stereo unspecified)
 : 5	15	-2	-18	7	-2	13	-5	-8	-7	4
> Cn1c(CCN2CCOCC2)nc2cc(NS(=O)(=O)c3ccccc3)ccc21
 : 1	-2	6	0	7	12	3	-4	-1	8	-9
> CC(=O)Nc1ccc(CNc2nc(NCC3CC3)nc3ccsc23)cc1
 : -27	-10	-5	1	-3	7	-17	-26	-25	-19	nt
> CC1CCN(CC(=O)Nc2cc(C(F)(F)F)ccc2Cl)CC1
 : 8	-12	10	5	-29	24	4	16	12	-2	-11
> Cc1cc(Cl)ccc1OCCCC(=O)NCCc1nnc2ccccn12
 : -24	-4	-4	14	-1	-3	-27	-6	4	-7	3
> O=C1CCCC/C1=N\Nc1ccc(OCc2ccccc2)cc1
 : -13	8	-19	-17	-21	-28	-26	6	-6	-32	-1
> COC(=O)[C@H]1C[C@@H]1[C@H](NS(=O)(=O)c1ccc2ccccc2c1)c1ccccc1
 : -23	4	0	-5	-17	-18	-19	5	-21	3	-5
> CCN(CC)C(=S)NC(=O)c1ccc(OC)c(Br)c1
 : -15	-11	-4	4	-12	10	-27	-14	12	2	10
> O=C(O)CN1C(=O)COc2ccc(S(=O)(=O)N3CCCCCC3)cc21
 : 8	18	4	-12	-3	-22	-1	2	-16	2	5
> CSc1cc(C)n(-c2ccccc2)c(=S)c1C(C)=O
 : -16	1	1	9	1	0	0	20	-6	-7	-1
> COc1ccc(C(=O)Nc2ccc([N+](=O)[O-])cn2)cc1OC
 : -21	-3	-7	-20	-8	12	-4	-1	4	-13	-2
> CCC(C(=O)NCc1ccco1)N(C(=O)CNS(=O)(=O)c1ccc(C)cc1)c1ccccc1OC (stereo unspecified)
 : 4	-2	8	-18	5	2	18	-12	4	12	-1
> CCN(CC)CCC(O)(c1ccccc1)C1CCCCC1 (stereo unspecified)
 : -12	7	-5	16	-4	-27	17	12	-2	13	-6
> Cc1cc(C)cc(NC(=O)COC(=O)c2ccc3c(c2)OCCO3)c1
 : -2	-15	1	0	-5	-2	8	-21	18	-7	3
> COc1ccc(-c2onc(C)c2-c2ccc(C(=O)OC(C)C)o2)c(O)c1
 : -6	-4	19	7	8	-13	16	-7	36	27	18
> COC(=O)c1cc(S(=O)(=O)NCc2cc(OC)c(OC)c(OC)c2)cn1C
 : -1	-9	4	-10	7	3	-2	-10	19	-11	-2
> Cc1ccc2oc3ccccc3c(=O)c2c1
 : -60	11	3	-70	-48	-14	-44	13	-25	-102	-23
> O=c1[nH]cc(S(=O)(=O)N2CCN(c3ccc(F)cc3)CC2)c(=O)[nH]1
 : -22	1	12	-47	-11	-22	0	-4	-15	9	1
> NC1=NC(=O)C(CC(=O)Nc2ccc3c(c2)OCO3)S1 (stereo unspecified)
 : 20	8	0	-3	3	16	-3	-3	-18	-10	-4
> CC(C)C(OC(=O)c1ccc(Cl)nc1)C(=O)NC1CCCCC1 (stereo unspecified)
 : -4	-8	2	-2	5	4	-1	-15	-2	2	2
> O=C(NCCCNC(=O)c1ccccc1Cl)c1cnccn1
 : -13	-4	-3	8	-2	-14	-26	13	13	0	-7
> CN(CCOC(=O)c1ccc2c(c1)OCCO2)Cc1ccccc1
 : -5	-3	4	-19	-43	-11	2	-7	1	-62	3

# (cont.)
# Below each compound – SRC2 inh	KKLEB tox	COUP-TFII inh	NCOA1 inh	TWEAK-Fn14 inh	SRC3 inh	LRH-1 inv ag	TRAIL sens C8	CF NFkB block	TROY NFkB inh	EBV LMP1 NFkB
> N#Cc1c(NC(=O)CSc2nnc(-c3ccncc3)n2CC2CCCO2)sc2c1CCCC2 (stereo unspecified)
 : -8	1	6	-7	-5	14	8	-6	0	2	2
> Cc1ccc([N+](=O)[O-])c(C(=O)N/N=C/c2cccnc2)c1
 : 6	1	-7	-16	11	18	8	4	-29	5	2
> COc1ccccc1CNc1nc(NCCOc2ccccc2Cl)c2sccc2n1
 : 5	-29	34	-12	39	-1	-6	21	18	41	nt
> Cc1cc(NC(=O)CN2CCN(c3ccccn3)CC2)ccc1Br
 : -4	7	0	-19	6	-18	20	-8	-8	7	0
> CS(=O)(=O)N1CC2CCCN2c2cc(C(F)(F)F)ccc21 (stereo unspecified)
 : 19	-2	-6	15	1	25	9	-6	13	12	-10
> Cn1c(=O)c2c(nc(CN3CCN(C(c4ccccc4)c4ccccc4)CC3)n2CCCO)n(C)c1=O
 : -10	-6	5	7	28	-9	4	6	10	-26	17
> Cc1ccc(S(=O)(=O)N2[C@@H](c3ccccc3F)C(C(=O)O)=CC[C@H]2c2cccs2)cc1
 : -2	32	20	11	3	4	6	7	-30	10	9
> Cn1cnnc1Sc1cc(N2CCN(S(=O)(=O)c3ccc(Cl)c(Cl)c3)CC2)ccc1[N+](=O)[O-]
 : 16	-2	12	-31	4	-8	-4	-11	28	17	-3
> COC(=O)c1ccc(CN2C(=O)C(Cc3ccccc3)ON=C2c2ncccc2C)o1 (stereo unspecified)
 : -28	-5	13	-8	5	-14	7	-5	-3	-6	nt

# Source: PubChem BioAssay
